Source: PubChem (several laboratories)
PKA-R2B act = activators of PKA-R2B holoenzyme, primary screen, biochemical, fluorescence polarization, Cy5-IP20, human. AID 504700, 2011. 0.079% of 340,000 active. activation, % at 11.4 µM. PKA-R2B holoenzyme dissociation; R2B truncated from residue 108, S112A mutant; 0% DMSO only, 100% 113 µM cGMP;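 active = activation above a cutoff set at the mean over all compounds plus 3 SD, cut at about 18% in these data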;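 note: higher means more holoenzyme dissociation and a rise in polarization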
SR-BI uptake up = activators of SR-BI mediated DiI-HDL uptake, primary screen, ldlA[mSR-BI] CHO cells, DiI fluorescence. 3 h; 100 = double the neutral-control signal. activation, % at 12.5 µM. 0.096% of 320,000 active. AID 504775, 2011;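 active = mean replicate activation of at least 60% and every replicate at or above 60%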;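 note: 0% = median plate neutral-control signal and 100% = twice that signal; values of inactives mirror those of a sister screen read the other way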
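Test system: SR-BI-overexpressing, LDLR-lacking CHO cells; Also added: labelled HDL, 10 µg/mL; Measured by: bottom-read cell fluorescence after medium removal, ex 550/em 595 nm; Timing: 3 h uptake period with compound, 37 °C; Buffer or medium: F12, 0.5% BSA, 25 mM HEPES; Doses: single compound concentration, delivered by pin transfer.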
C-LANA FP = inhibitors of KSHV C-LANA binding to DNA, primary screen, biochemical, fluorescence polarization, FAM-LBS DNA, MBP-C-LANA, single point | Kaposi's sarcoma herpesvirus LANA C-terminal domain (residues 932-1162) DNA binding | inhibition, % at 9 µM | 0.078% of 340,000 active | AID 504423, 2011;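 active = highest replicate inhibition at or above 60% at 9 µM, even if other replicates fall short; inactive = all replicates below 60% inhibition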;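 note: 0% = neutral control wells and 100% = 4 µM acridine orange control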
cardiac RTF act = cardiac RTF calcium sensitivity activators, primary screen, biochemical, IANBD-TnC fluorescence, EC20 calcium; AID 493008, 2010; Troponin I, cardiac muscle (Homo sapiens) + Troponin T, cardiac muscle (Homo sapiens) + …; IANBD-labeled TnC RTF fluorescence at EC20 calcium; 0% EC20 calcium, 100% full calcium; 0.24% of 340,000 active; activation, % at 7.2 µM;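 active = activation above the mean over all tested compounds plus 3 SD, cut at about 30% in these data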;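 note: rise in fluorescence read as greater calcium sensitivity of cardiac thin filaments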
Rtt109 HAT inh = inhibitors of C. albicans Rtt109/Vps75 HAT, primary screen, biochemical, ThioGlo CoA-SH fluorescence, plate reader; Histone acetyltransferase RTT109 (Candida albicans (strain SC5314 / ATCC MYA-2876)), …; 0.16% of 330,000 active; purified Rtt109/Vps75, 4 h; inhibition, % at 34.9 µM;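 active = inhibition of at least 50% in every replicate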
Target sequence (Q5AAJ8 whole entry, looked up): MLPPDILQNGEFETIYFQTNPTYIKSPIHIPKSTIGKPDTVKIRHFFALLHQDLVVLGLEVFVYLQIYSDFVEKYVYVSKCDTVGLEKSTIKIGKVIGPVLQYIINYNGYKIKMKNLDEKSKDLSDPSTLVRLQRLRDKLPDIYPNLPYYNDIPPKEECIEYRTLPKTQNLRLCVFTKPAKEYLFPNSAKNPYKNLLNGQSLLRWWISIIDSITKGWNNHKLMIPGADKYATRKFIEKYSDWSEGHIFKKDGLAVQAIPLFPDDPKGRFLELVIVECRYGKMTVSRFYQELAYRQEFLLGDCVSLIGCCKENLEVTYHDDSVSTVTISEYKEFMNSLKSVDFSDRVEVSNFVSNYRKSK
CAL PDZ FP-1 = CAL PDZ peptide-binding inhibitors, primary screen, biochemical, fluorescence polarization, Cer-tagged CAL PDZ, HTS. Golgi-associated PDZ and coiled-coil motif-containing protein (Homo sapiens), Q9HD26. purified CAL PDZ, TMR-peptide fluorescence polarization, 1 h. inhibition, % at 20 µM. 0.02% of 330,000 active. AID 504414, 2011;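 active = highest replicate inhibition of at least 40%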;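 note: plate controls were DMSO neutral control wells for no effect and unlabeled competitor peptide control wells for full effect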
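Test system: tagged CAL PDZ domain / Buffer or medium: sodium phosphate/NaCl buffer pH 7.4 with TCEP, IgG, Thesit / Reagent: TMR-labelled reporter peptide T*-PRC34 bound in PDZ groove / Compound dosing: single point, 20 µM / Schedule: 1 h incubation at room temperature before polarization reading / Technique: fluorescence polarization (mP) / Benchmarks: unlabelled peptide, DMSO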
DAGLB inh = DAGLB lipase inhibitors, primary screen, biochemical, fluorescence, HTS; HEK293T DAGLB membrane lysate, EnzChek fluorogenic substrate; inhibition, % at 5.17 µM; 0.059% of 340,000 active; AID 504411, 2011; in the data active = inhibition above about 34%;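 note: 0% = enzyme with vehicle and 100% = wells lacking enzyme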
Target sequence (Q8NCG7 whole entry, looked up): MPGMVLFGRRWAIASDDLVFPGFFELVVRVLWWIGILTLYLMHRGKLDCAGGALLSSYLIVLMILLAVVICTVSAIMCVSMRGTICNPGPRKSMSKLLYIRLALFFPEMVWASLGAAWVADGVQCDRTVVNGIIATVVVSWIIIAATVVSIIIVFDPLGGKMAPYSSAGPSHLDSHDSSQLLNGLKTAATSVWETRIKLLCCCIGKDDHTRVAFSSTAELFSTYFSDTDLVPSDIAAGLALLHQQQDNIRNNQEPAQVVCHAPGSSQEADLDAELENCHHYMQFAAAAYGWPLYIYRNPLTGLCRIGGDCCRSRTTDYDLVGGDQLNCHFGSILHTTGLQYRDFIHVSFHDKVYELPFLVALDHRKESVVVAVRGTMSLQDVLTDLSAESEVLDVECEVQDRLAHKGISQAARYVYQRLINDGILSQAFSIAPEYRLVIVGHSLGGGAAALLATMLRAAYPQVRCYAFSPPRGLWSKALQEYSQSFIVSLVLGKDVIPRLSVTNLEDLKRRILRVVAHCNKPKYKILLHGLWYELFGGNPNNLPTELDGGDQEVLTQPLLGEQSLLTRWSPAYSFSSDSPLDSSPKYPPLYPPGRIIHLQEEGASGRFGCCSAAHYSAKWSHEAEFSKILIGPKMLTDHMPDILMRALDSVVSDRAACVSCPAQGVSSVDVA
CAL PDZ FP-2 = untagged CAL PDZ binding inhibitors, primary screen, biochemical, fluorescence polarization, HTS; AID 602252, 2012; purified CAL PDZ, TMR-peptide fluorescence polarization, 1 h; inhibition, % at 24.9 µM; 0.92% of 300,000 active;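 active = mean inhibition of at least 30% with at least half of replicates also reaching 30%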;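 note: 0% = DMSO neutral control and 100% = excess unlabeled competitor peptide PRC23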
Keap1-Nrf2 PPI = Keap1-Nrf2 protein-protein interaction inhibitors, primary screen, biochemical, fluorescence polarization, single point. Keap1 Kelch-Nrf2 peptide fluorescence polarization, 1536-well. inhibition, % at 9.4 µM. 0.15% of 340,000 active. Kelch-like ECH-associated protein 1 (Homo sapiens), Q14145; in the data active = inhibition above about 12%;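 note: human Keap1 Kelch domain with fluorescein labeled Nrf2 9mer peptide probe; 0% = neutral control wells and 100% = peptide positive control; higher means more block of Keap1 binding to Nrf2 peptide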
Cardiac RTF inh = cardiac RTF calcium sensitivity inhibitors, primary screen, biochemical, IANBD-TnC fluorescence, EC70 calcium; Troponin I, cardiac muscle (Homo sapiens) + Troponin T, cardiac muscle (Homo sapiens) + …; IANBD-labeled cardiac RTF, Ca2+ fluorescence; inhibition, % at 7.15 µM; 0.12% of 340,000 active; AID 493244, 2011;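 active = inhibition above the mean inhibition of all tested compounds plus 3 SD, cut at about 17% in these data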;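 note: assay run at fixed EC70 calcium of 1.6 mM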
An asterisk follows results filed as active; · = no result given.

SMILES	PKA-R2B act	SR-BI uptake up	C-LANA FP	cardiac RTF act	Rtt109 HAT inh	CAL PDZ FP-1	DAGLB inh	CAL PDZ FP-2	Keap1-Nrf2 PPI	Cardiac RTF inh
O=C(Cc1ccccc1[N+](=O)[O-])NNC(=O)c1cccs1	0	15	-1.0	-2	-12	-5.6	2	-1	1	-5
CCOC(=O)c1c(NS(=O)(=O)c2ccc(Br)cc2)sc2c1CCC2	-3	12	2.4	1	13	·	9	-2	-2	-8
N/C(Cc1cccc2ccccc12)=N\O	14	14	·	13	-1	0.9	-4	-5	17*	-13
COc1ccc(CN2CCCC(C(=O)N(C)Cc3ccccc3)C2)cc1OC (stereo not drawn)	6	-5	28	0	0	-1.1	-6	-4	-8	-5
Cc1cc(-n2c(=O)c(C#N)cc3c(=O)n4ccccc4nc32)no1	8	28	1.1	18	-480	·	-1	-5	-2	-6
CC(C)N1CC(C(=O)Nc2ccc(S(=O)(=O)N3CCCCC3)cc2)CC1=O (stereo not drawn)	7	19	-1.9	-4	11	-2.5	-10	2	1	-13
COc1ccc(C)cc1NC(=O)CSc1nc(SC)ns1	-7	-32	-0.5	1	6	-1.0	-3	-1	-7	-1
COC(=O)c1ccc2[nH]ccc2c1	-10	25	-0.6	10	0	-1.4	0	-3	-7	-8
COc1ccc(-c2nnc(SCC(=O)Nc3nc4ccccc4s3)n2C)cc1	-1	-3	0.2	0	10	0.3	-3	-1	-2	4
N#Cc1c(N)sc2c1CCN(CCc1ccccc1)C2	0	-6	2.4	12	-3	-2.4	-5	-4	-2	-22
CCN(CC(=O)Nc1cc(Cl)ccc1C)C(=O)C1COc2ccccc2O1 (stereo not drawn)	-6	-20	-0.7	6	-5	0.6	1	-3	-7	-5
COC(C[C@@H](O)[C@@H](C)[C@H](O)COCc1ccccc1)OC	-3	15	0.9	1	-5	0.9	-2	-3	-1	5
CCC1CCCCN1S(=O)(=O)c1ccc(NC(=O)c2snnc2C)cc1 (stereo not drawn)	8	-28	-1.6	8	3	-0.3	-2	·	-1	-2
C=CCn1c(SCC(=O)c2c(N)n(CCC)c(=O)n(C)c2=O)nnc1-c1ccncc1	-4	1	1.9	12	-15	-2.3	1	0	-7	11
CN(Cc1ccccc1)C(=O)C1CCN(S(=O)(=O)c2cc([N+](=O)[O-])ccc2Cl)CC1	6	-4	0.2	10	4	-0.7	-1	0	-4	-6
CN1CCN2c3ncccc3Cc3ccccc3C2C1 (stereo not drawn)	-2	-2	1.8	6	0	-0.6	5	-5	-3	-15
Cc1ccc(C(c2nnnn2C2CCCC2)N2c3ccccc3CC2C)cc1 (stereo not drawn)	-1	0	-1.9	8	-9	0.8	-5	-3	-4	-5
O=C(CCCC(=O)N1CCCC1)N1CCCC1	11	-7	-1.5	3	-3	·	1	0	3	-13
COc1ccc(C2OCC3(O)C(c4ccc(OC)c(OC)c4)OCC23)cc1OC (stereo not drawn)	-9	12	2.8	0	-3	0.2	-1	1	-4	2
COCCn1c(-c2cccs2)nc2nc3ccccc3nc21	1	1	1.3	1	-16	-2.1	-4	·	-3	-10
Cc1oc(-c2cccc(Cl)c2)nc1CN1CCC(C(=O)NCc2cccnc2)CC1	-1	-9	1.2	3	0	-0.6	-2	-2	1	-8
COc1ccc(NC(=O)C2CCN(c3cnccn3)CC2)cc1Cl	-5	-1	-0.6	-4	-1	-0.4	3	2	4	-8
CCOC(=O)N1CCN(S(=O)(=O)c2ccc(C(=O)NNc3nc4cc(C)cc(C)c4s3)cc2)CC1	5	-121	-0.7	-3	10	0.0	5	-2	3	-6
CCCc1nc(N2CCN(S(=O)(=O)c3ccc(Cl)cc3)CC2)c2c(C)c(C)sc2n1	3	-8	2.0	8	0	-2.5	-2	-2	-3	-7
COc1ccccc1C(C)NC(=O)c1ccc(S(=O)(=O)NCc2ccco2)cc1 (stereo not drawn)	2	-17	2.4	-7	0	-0.6	-4	-4	-1	0

Structural class, those above with an aryl thioether with sulfur outside any ring (3)
SMILES	PKA-R2B act	SR-BI uptake up	C-LANA FP	cardiac RTF act	Rtt109 HAT inh	CAL PDZ FP-1	DAGLB inh	CAL PDZ FP-2	Keap1-Nrf2 PPI	Cardiac RTF inh
COc1ccc(C)cc1NC(=O)CSc1nc(SC)ns1	-7	-32	-0.5	1	6	-1.0	-3	-1	-7	-1
COc1ccc(-c2nnc(SCC(=O)Nc3nc4ccccc4s3)n2C)cc1	-1	-3	0.2	0	10	0.3	-3	-1	-2	4
C=CCn1c(SCC(=O)c2c(N)n(CCC)c(=O)n(C)c2=O)nnc1-c1ccncc1	-4	1	1.9	12	-15	-2.3	1	0	-7	11

An excerpt from above in order of molar mass, descending.
SMILES	PKA-R2B act	SR-BI uptake up	C-LANA FP	cardiac RTF act	Rtt109 HAT inh	CAL PDZ FP-1	DAGLB inh	CAL PDZ FP-2	Keap1-Nrf2 PPI	Cardiac RTF inh
CCC1CCCCN1S(=O)(=O)c1ccc(NC(=O)c2snnc2C)cc1 (stereo not drawn)	8	-28	-1.6	8	3	-0.3	-2	·	-1	-2
COc1ccc(NC(=O)C2CCN(c3cnccn3)CC2)cc1Cl	-5	-1	-0.6	-4	-1	-0.4	3	2	4	-8
N/C(Cc1cccc2ccccc12)=N\O	14	14	·	13	-1	0.9	-4	-5	17*	-13

Next results:
SMILES	PKA-R2B act	SR-BI uptake up	C-LANA FP	cardiac RTF act	Rtt109 HAT inh	CAL PDZ FP-1	DAGLB inh	CAL PDZ FP-2	Keap1-Nrf2 PPI	Cardiac RTF inh
CCOC(=O)c1c(NC(=O)CN(C)C2CCN(C)CC2)sc(C(=O)Nc2ccccc2)c1C	-1	-13	0.3	2	10	-3.7	-1	0	3	1
Cc1ccc(-n2c(SCC(=O)N3CCCCC3)nc(O)c(Cc3ccccc3)c2=O)cc1	-7	5	-0.1	0	-19	-2.9	1	-1	-3	-5
CCOc1ccc(OCC(=O)N2CCOCC2)cc1	8	19	-0.2	-3	8	·	3	1	1	-6
O=C1COc2ccc(C(=O)COC(=O)c3cccnc3Cl)cc2N1	-3	17	4.3	4	4	-0.2	-1	·	-3	-5
Cc1ccc(C(C)NC(=O)Cc2cccs2)c(C)c1 (stereo not drawn)	-5	-8	-2.3	-2	2	24	-2	0	-2	-8
COc1ccc(Cl)cc1-n1c(C)cc(C(=O)O)c1C	-11	6	0.5	7	3	-0.1	3	-7	-4	-13
Cn1c(NCCCN2CCOCC2)nc2c1c(=O)n(Cc1ccc(Cl)cc1Cl)c(=O)n2C	-7	-6	1.0	-4	-4	0.3	3	·	-10	-4
COC(=O)c1cc(S(=O)(=O)N(Cc2ccccc2)C(C)(C)C)c[nH]1	-6	-10	-0.4	-4	16	-2.9	0	-2	-4	2
O=C(Cn1cc(C(F)(F)F)ccc1=O)Nc1cccc(S(=O)(=O)N2CCOCC2)c1	-1	23	0.2	8	4	0.4	1	-1	7	-8
COCCNCCCCSc1ccc(Cl)cc1	2	-5	0.5	-9	·	-2.4	0	-2	-1	7
N#C/C(=C\c1c(N(Cc2ccccc2)Cc2ccccc2)nc2ccccn2c1=O)C(N)=O	-6	-9	6.5	7	1	-2.9	3	-1	7	-2
CCOc1ccc(/C=N/NC(=O)C(C)N(c2ccc(OC)cc2)S(C)(=O)=O)cc1 (stereo not drawn)	-3	-14	0.7	-4	4	0.6	0	-2	7	-1
Cc1c(C(=O)N2CCN(C(c3ccccc3)c3ccccc3)CC2)oc2ccccc12	-14	3	0.8	1	1	1.0	-9	3	1	1
CSCCC(NS(=O)(=O)c1cccs1)C(=O)NCc1ccccc1 (stereo not drawn)	3	3	1.7	-3	0	-0.3	2	-1	-6	3
CN1CCN(c2c(F)cc3c(=O)c(C(=O)O)cn4c3c2OCN4C)CC1	-3	8	1.8	3	-12	-0.7	-2	0	-3	-8
COC(=O)CCCC1=CC2=C(c3ccccc3)C(=O)C(C)(OC(=O)C3CCCC3)C(=O)C2=CN1c1ccc(OC)cc1 (stereo not drawn)	3	5	-1.3	-2	5	-0.6	12	-2	1	5
C=CCSc1nc2sc3c(c2c(=O)n1CC=C)CCc1ccccc1-3	-8	-25	-2.8	9	-9	0.3	-14	-4	-5	-1
CC(C)=CCc1cc([C@@H]2COc3c(ccc4c3C=CC(C)(C)O4)C2)c(O)cc1O	-5	-14	0.2	6	-4	0.0	-3	-1	-3	2
COc1ccc(N2CCN(c3nc4ccc(C)cn4c(=O)c3C=O)CC2)cc1	-6	5	-0.2	0	4	-1.6	-1	-1	1	0

Two entries from above in a different format:
CCOc1ccc(/C=N/NC(=O)C(C)N(c2ccc(OC)cc2)S(C)(=O)=O)cc1 (stereo not drawn)
  PKA-R2B act = -3
  SR-BI uptake up = -14
  C-LANA FP = 0.7
  cardiac RTF act = -4
  Rtt109 HAT inh = 4
  CAL PDZ FP-1 = 0.6
  DAGLB inh = 0
  CAL PDZ FP-2 = -2
  Keap1-Nrf2 PPI = 7
  Cardiac RTF inh = -1
Cc1c(C(=O)N2CCN(C(c3ccccc3)c3ccccc3)CC2)oc2ccccc12
  PKA-R2B act = -14
  SR-BI uptake up = 3
  C-LANA FP = 0.8
  cardiac RTF act = 1
  Rtt109 HAT inh = 1
  CAL PDZ FP-1 = 1.0
  DAGLB inh = -9
  CAL PDZ FP-2 = 3
  Keap1-Nrf2 PPI = 1
  Cardiac RTF inh = 1
